Rev-erbA mod – Rev-erb alpha (human) modulation; AID 1259318; P20393; hit rate 0.79% among 370,000; Rev-erbα–FITC-DNA binding, fluorescence polarization, 90 min; activity, % at 10 µM;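 active = activity above about 14%, limit read from the data; passing the limit was not always enough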;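 note: 0% = DMSO wells with 35 nM protein and 100% = DMSO wells with 750 nM protein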
Target sequence (P20393 whole entry, looked up): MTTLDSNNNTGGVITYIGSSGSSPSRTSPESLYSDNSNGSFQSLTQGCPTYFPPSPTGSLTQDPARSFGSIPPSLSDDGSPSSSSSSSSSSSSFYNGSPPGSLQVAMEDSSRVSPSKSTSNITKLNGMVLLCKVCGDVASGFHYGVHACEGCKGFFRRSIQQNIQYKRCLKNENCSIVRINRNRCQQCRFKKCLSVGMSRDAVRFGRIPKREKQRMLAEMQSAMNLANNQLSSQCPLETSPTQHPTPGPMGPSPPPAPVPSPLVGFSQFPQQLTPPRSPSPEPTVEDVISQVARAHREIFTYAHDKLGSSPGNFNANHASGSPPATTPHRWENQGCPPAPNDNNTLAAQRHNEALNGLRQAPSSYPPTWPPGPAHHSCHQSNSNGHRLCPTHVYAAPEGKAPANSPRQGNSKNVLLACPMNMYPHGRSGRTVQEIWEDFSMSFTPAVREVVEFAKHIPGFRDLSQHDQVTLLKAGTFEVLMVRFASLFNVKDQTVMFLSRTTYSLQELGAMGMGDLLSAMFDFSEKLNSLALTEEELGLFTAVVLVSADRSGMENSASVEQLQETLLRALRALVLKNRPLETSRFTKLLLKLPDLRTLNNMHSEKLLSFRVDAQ
sPLA2-III inh – Inhibits HGIII-sPLA2 liposome hydrolysis, primary screen; hit rate 0.56% among 370,000; QFRET BODIPY PC-A2 liposome hydrolysis, fluorescence; inhibition, % at 12.2 µM; AID 743126; Q9NZ20;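 active = inhibition above mean plus 3 SD of compounds lying within the high and low control bounds, cut at about 19% in these data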;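 note: 0% = median of test compound wells and 100% = no enzyme DMSO wells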
Target sequence (Q9NZ20 whole entry, looked up): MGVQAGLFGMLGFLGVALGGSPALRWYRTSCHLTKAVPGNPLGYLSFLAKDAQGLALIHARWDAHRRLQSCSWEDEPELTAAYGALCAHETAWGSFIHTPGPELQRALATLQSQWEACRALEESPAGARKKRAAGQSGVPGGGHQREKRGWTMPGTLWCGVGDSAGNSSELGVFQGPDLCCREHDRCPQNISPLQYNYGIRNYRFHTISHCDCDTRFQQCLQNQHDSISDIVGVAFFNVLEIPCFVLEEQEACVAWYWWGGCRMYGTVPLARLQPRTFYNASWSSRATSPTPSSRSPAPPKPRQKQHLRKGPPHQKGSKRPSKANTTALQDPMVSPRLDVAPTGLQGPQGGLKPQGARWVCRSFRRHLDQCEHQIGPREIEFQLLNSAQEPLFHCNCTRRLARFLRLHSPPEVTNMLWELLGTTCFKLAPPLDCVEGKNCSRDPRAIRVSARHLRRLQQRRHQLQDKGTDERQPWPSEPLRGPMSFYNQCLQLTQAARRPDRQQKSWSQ
ssDAF-12 act – activators of S. stercoralis DAF-12 nuclear receptor; HEK293 ssDAF-12/GRIP1 lit1-tk-luc reporter, luminescence; % of 3 µM dafachronic acid response; activation, % at 6.8 µM; hit rate 1% among 370,000; AID 652126;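 active = activation above the mean over all tested compounds plus 3 SD, cut at about 0.9% in these data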;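 note: 0% = DMSO-only wells and 100% = 3 µM delta7-dafachronic acid wells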
PG9 binder – PG9 antibody binding by small molecule. inhibition, % at 6.7 µM. hit rate 0.43% among 360,000. TR-FRET gp120-PG9 antibody binding; in the data active = inhibition above about 8.5%
FXN GAA850 act – increases GAA850 frataxin promoter reporter activity; HEK293 lucGAA850 FXN promoter luciferase reporter, 24 h; percent of 10 µM SAHA response; activation, % at 6 µM; hit rate 0.56% among 360,000; AID 540364;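 active = activation above the average of all compounds screened plus 3 SD, cutoff fixed separately per campaign, cut at about 7.5% in these data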;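 note: 0% = DMSO wells and 100% = 10 µM SAHA wells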
DAX1 inh-1 – inhibitors of human orphan nuclear receptor DAX1 (NR0B1); AID 504766; HEK293 Gal4-DAX1 luciferase reporter, luminescence; hit rate 0.99% among 340,000; inhibition, % at 6.75 µM;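 active = inhibition above the mean over all tested compounds plus 3 SD, cut at about 4.2% in these data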;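 note: 0% = DAX1-transfected cells with DMSO and 100% = empty-vector control cells with DMSO; inhibition shows as a rise in luminescence from relieved DAX1 repression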
PLC-beta3 inh – blocks human PLC-beta3 enzyme activity; Q01970; Purified PLC-beta3, fluorogenic substrate, fluorescence; inhibition, % at 12.2 µM; hit rate 0.18% among 370,000; AID 720704; in the data active = inhibition above about 11%;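 note: 0% = median of compound wells on plate and 100% = full blocker control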
SMARCA2 act – SMARCA2 function activation, primary screen | MG213 cells, MMTV-luciferase reporter, dexamethasone, overnight | activation, % at 9.1 µM | hit rate 1% among 370,000 | AID 652017; in the data active = activation above about 7.8%;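 note: 0% = vehicle wells and 100% = reference activator wells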
hgDAF12 agonist – activates the H. glycines DAF-12 receptor ligand-binding domain | hit rate 1.8% among 370,000 | HEK293 GAL4-hgDAF12 UAS-luciferase reporter, agonist luminescence; normalized to butyrate control | activation, % at 6.8 µM | AID 687014;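 active = activation above a cutoff set at the mean of all screened compounds plus 3 SD, cut at about 10% in these data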;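 note: 0% = DMSO wells and 100% = sodium butyrate wells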
hcDAF-12 act – activates DAF-12 receptor from parasite H. contortus. activation, % at 6.8 µM. HEK293 hcDAF-12 lit1-tk-luc reporter, luminescence; 0% DMSO, 100% Δ7-dafachronic acid. hit rate 1.4% among 370,000;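 active = activation above the mean of all tested compounds plus 3 SD, cut at about 5.5% in these data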;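 note: 100% = response to 3 µM Δ7-dafachronic acid high control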
DAX1 inh-2 – blocks DAX1 repression of SF-1 activated StAR promoter. AID 652010. hit rate 1.1% among 370,000. HEK293T StAR-luciferase reporter, SF-1/DAX-1 repression relief. inhibition, % at 6.8 µM;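 active = inhibition above the mean over all tested compounds plus 3 SD, cut at about 3.6% in these data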;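 note: 0% = DAX-1 cells with DMSO and 100% = cells lacking DAX-1 with DMSO; higher inhibition means more luminescence from relief of DAX-1 repression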
* marks the source's active call; other numbers are inactive results; . = no result given.

compound,Rev-erbA mod,sPLA2-III inh,ssDAF-12 act,PG9 binder,FXN GAA850 act,DAX1 inh-1,PLC-beta3 inh,SMARCA2 act,hgDAF12 agonist,hcDAF-12 act,DAX1 inh-2
COc1ccc(CN2C(=O)CSCC2=O)cc1OC,-0.9,10.9,-0.8,-1.5,1.4,1.0,-4.0,4.7,1.8,-0.8,0.2
CC1SCC(NC(=O)c2ccc(Cl)cc2)CS1 (stereo not drawn),-6.8,8.4,-2.1,0.8,5.3,0.5,-8.3,0.7,4.4,-0.5,0.6
O=C(c1ccccc1)c1ccc(OCC(O)CNCc2ccc(F)cc2)cc1 (stereo not drawn),-11.2,-7.6,-1.5,-2.0,-0.4,-1.6,0.5,-4.1,-1.4,2.0,0.4
NS(=O)(=O)c1ccc(CCNC(=O)CNC(=O)Cc2ccccc2)cc1,2.4,0.4,-0.8,-0.3,0.9,0.3,-0.9,-1.0,0.8,1.1,-0.3
Nc1ccc(C(=O)N/N=C/c2cn(Cc3ccc(F)cc3)c3ccccc23)cc1,2.4,-0.2,-0.1,-2.6,3.7,0.4,-79.0,1.9,2.1,-1.8,-2.4
COc1cc(CN2CCC(C(=O)NC(c3ccc(F)cc3)c3ccc4ccccc4n3)CC2)cc(OC)c1 (stereo not drawn),-2.2,-15.9,-0.7,0.1,-3.5,.,0.3,2.2,3.0,0.1,-0.5
O=S(=O)(Nc1ccccn1)c1cccc(S(=O)(=O)c2ccc(Br)cc2)c1,0.3,-8.5,-0.2,0.2,0.7,0.7,-0.8,-0.8,0.4,-0.9,-0.6
COC(=O)C1=C(C)Nc2ncnn2C1c1cccnc1 (stereo not drawn),1.8,3.9,-1.5,2.7,0.5,-0.1,-2.5,-3.0,-1.6,-1.3,-0.5
Cc1cccc(NC(=O)CSc2ccc(-c3cccnc3)nn2)c1,-3.0,-1.8,-1.3,-1.3,-2.0,1.0,-7.5,1.4,0.3,-0.6,-1.7
Nc1[nH]c(C(=O)c2ccccc2)c(-c2ccc(Cl)cc2F)c1C(=O)NCCc1c[nH]c2ccccc12,0.3,-57.8,-0.1,-0.2,.,.,-16.0,-3.2,-1.2,1.8,-0.1
O=c1c2ccccc2c(C=Nc2ccc(Cl)cn2)c(O)n1-c1cc(Cl)ccc1N1CCOCC1,-2.6,-2.9,-1.6,-1.1,0.4,2.7,-17.6,2.9,-1.9,0.2,-0.8
CCC(=O)N1CCN(c2ccc(NC(=O)c3ccc([N+](=O)[O-])o3)cc2Cl)CC1,-4.9,-5.2,-1.8,0.2,9.3*,-2.3,-5.8,1.4,-9.6,-1.9,-5.8
CCOC(=O)[C@H]1[C@H]2COc3ccc(OC)cc3[C@H]2N2C(=O)CN(Cc3ccccc3)C(=O)[C@@]12C,-1.5,-4.7,-0.6,0.5,1.1,0.2,-11.3,-4.2,-0.6,0.3,-1.0
Cc1ccc(/C=C/C(=O)NCCc2c[nH]c3ccccc23)o1,-2.5,-31.1,-0.9,-0.5,-1.0,-0.6,-5.5,4.6,-5.0,0.8,-0.2
Cc1ccc(C2(C)NC(=O)N(CC(=O)Nc3cc(C)on3)C2=O)cc1 (stereo not drawn),-4.3,-1.4,-1.2,1.9,2.1,-0.4,3.7,-0.5,2.9,-0.5,0.5
CCc1ccc(-c2cc3c(=O)n(CC(=O)NCCCN4CCN(C)CC4)ncn3n2)cc1,-0.4,-4.3,0.5,-1.1,4.2,0.3,-3.0,4.2,10.1,4.5,3.5
O=C(COc1ccc(Cl)cc1Cl)NCCSc1ccc(Cl)cc1,-1.6,4.7,-0.9,0.1,1.1,2.6,1.2,-2.5,-1.2,0.4,0.1
O=C(N=C1SCC(=O)N1c1ccccc1Cl)c1ccccc1,-0.5,-32.7,0.8,-3.7,3.0,0.7,-9.1,3.4,16.6*,3.2,2.2
Cc1ccc(N2C(=O)c3ccccc3C2C(=O)c2cc(C)ccc2O)cc1 (stereo not drawn),3.0,-10.0,-0.8,-1.6,3.2,-1.1,-6.5,0.7,4.8,2.3,0.2
O=C(CSc1nnc(Cc2ccccc2)o1)c1cc(F)ccc1F,-4.0,-44.0,-1.6,-0.6,0.3,0.4,0.3,0.6,0.1,-0.8,0.6
CCC(=O)Nc1cc(C(=O)NCC2CCCN2CC)c(OC)cc1N(C)C (stereo not drawn),-2.1,4.8,-1.2,-2.6,-1.7,1.1,-5.8,-0.1,-1.2,-0.5,1.1
COc1cc(C(=O)NC2CCCCC2)ccc1OC1CCN(C(C)=O)CC1,5.1,-0.8,-0.6,-0.3,0.2,1.2,-2.3,-0.5,1.8,-1.2,-0.1
CCN(CC(=O)Nc1ccc(C(C)=O)cc1)CC(=O)Nc1ccc2c(c1)OCCO2,-5.3,-6.0,-0.9,-0.1,1.9,-0.2,4.0,-3.0,-2.1,-1.2,-1.6
CC(NC(=O)c1cccs1)c1ccc2c(c1)OCO2 (stereo not drawn),4.3,-1.9,-1.5,3.4,-2.6,0.4,0.4,-0.2,-1.1,-1.6,1.0
CC1CCCC(C)N1NC(=O)Cc1ccccc1 (stereo not drawn),0.5,5.8,-1.2,-2.7,3.0,2.6,-3.6,-1.2,-1.1,1.2,0.4
O=[N+]([O-])c1ccc2c(c1)CO[C@]21O[C@H](CCO)C[C@H](O)[C@H]1O,0.6,6.4,-0.9,-1.8,.,.,-3.7,-2.3,-2.1,2.1,0.8
COc1ccc(NS(=O)(=O)c2ccc(NS(=O)(=O)c3cccs3)cc2)cc1,-4.0,-39.4,-1.0,1.0,-1.8,0.2,-5.2,-0.3,1.2,-0.1,-0.5
C/C(=N\Nc1nnc2c3ccccc3n(C)c2n1)c1ccc(C)o1,0.2,6.6,-0.9,0.0,3.0,-1.9,-8.0,-2.6,-1.4,-0.1,-1.5
CCN(CC)S(=O)(=O)c1ccc(C(=O)N2CCN=C2SC)cc1,2.7,3.2,-1.9,1.1,1.6,-0.3,4.5,-0.8,-1.7,0.8,1.1
CC(Oc1cc2oc(=O)c3c(c2cc1Cl)CCC3)C(=O)NCc1cccnc1 (stereo not drawn),2.5,3.4,-1.1,-0.8,-1.3,-0.3,-73.5,-2.3,-0.8,-1.1,0.6
Cc1ccc(C(=O)NCCNC(=O)c2cnccn2)cc1,-5.5,-0.3,-1.1,-0.9,-0.7,0.4,-3.8,0.4,-1.8,-1.8,-0.1
CC(C)(C)c1nnc(SCC(=O)Nc2ccc(N3CCCCC3)cc2)n1N,-3.8,7.2,-0.2,-1.7,3.4,0.3,-8.0,5.4,4.3,0.7,1.4
O=C(Nc1ccccc1Cl)N1CCN(c2ccc3nnc(-c4ccc(F)cc4)n3n2)CC1,-3.8,-6.5,-1.7,1.5,2.6,0.0,-7.5,2.7,-2.6,-0.6,-1.4
COCCN=c1scc(-c2ccco2)n1/N=C/c1ccc(O)c(O)c1O,-24.9,13.4,-1.4,-1.9,4.6,0.0,-13.7,-0.6,1.0,-1.0,0.1
COc1ccc(C(=O)NC(=S)NNC(=O)c2ccc(NC(C)=O)cc2)cc1Br,6.8,9.9,-0.8,-2.4,2.2,1.0,-2.7,-3.1,1.5,-0.4,-0.3
CCN(CC)S(=O)(=O)c1ccc(C(=O)NNc2nc(-c3ccccc3)c3cc(Br)ccc3n2)cc1,-5.3,-4.7,-0.9,0.6,0.4,-0.8,-2.4,-2.8,1.6,-0.3,-0.1
Cn1cc(S(=O)(=O)NC2CCCCCC2)c(=O)n(C)c1=O,-4.7,6.4,-1.1,0.9,1.5,1.1,-4.8,-0.7,0.4,-0.3,0.7
COc1ccccc1Cc1c(-c2ccc(OC)c(OC)c2)nc2ccc(Br)cn12,1.1,10.5,0.2,0.3,.,.,-60.0,-2.8,6.8,1.3,-0.2
C#CCOCCOCCOCCNc1nc(N2CCN(C(=O)[C@H]([C@@H](C)CC)n3cc(CCCCN)nn3)CC2)nc(N2CCN(C(=O)[C@H]([C@@H](C)CC)n3cc(CCCN=C(N)N)nn3)CC2)n1,-7.4,-10.9,-1.5,-2.0,-0.6,1.0,2.9,1.8,1.0,-1.1,0.1
CCOc1ccc(Cn2ccnc2)cc1[N+](=O)[O-],5.6,-2.7,-0.8,-2.9,2.2,-0.2,3.4,12.6*,0.5,-2.4,0.2
CCc1ccc2nc(Nc3ccc(OC)cc3OC)c(C#N)cc2c1,5.3,1.7,-0.8,-2.7,3.9,.,0.4,-2.7,1.3,-0.9,0.0
CC12CCC(=O)N1C(C(=O)Nc1nc(-c3ccccc3)cs1)CS2 (stereo not drawn),-7.5,-4.7,-0.8,0.6,1.6,-0.3,-1.7,-2.3,0.4,-0.5,2.5
COCc1[nH][nH]c(=O)c1C=Nc1ccc(C(F)(F)F)cc1,-0.9,4.7,-0.9,1.2,2.2,-0.3,0.6,-1.4,0.2,-0.7,-0.3
CN(C)C(=O)Nc1ccccc1CC[N+](=O)[O-],-0.1,-3.9,0.1,0.3,1.2,1.1,0.9,-0.9,4.8,2.8,0.8
CC(=O)Nc1cccc(-c2ccnc3c2CC(C)(C(=O)NCC2CC2)O3)c1 (stereo not drawn),3.8,9.6,-1.5,0.7,-2.8,.,-8.7,-3.9,-0.2,-1.8,-5.6
CC(C)C(NC(=O)CNC(=O)OC(C)(C)C)C(=O)NCc1ccccc1 (stereo not drawn),-5.1,-3.5,-0.6,0.3,-0.7,1.0,2.1,0.8,-1.1,-0.3,0.0
Cc1csc(NC(=O)C2CCCN(S(=O)(=O)c3cnc[nH]3)C2)n1 (stereo not drawn),-0.4,-15.8,-1.6,-1.1,-0.3,0.8,1.5,-0.7,-0.8,-1.8,-0.7
CCCCN(C(=O)CSc1nnc(-c2ccc(OC)cc2)n1CC)c1c(N)n(Cc2ccccc2)c(=O)[nH]c1=O,-6.8,-2.6,-1.3,-1.6,0.0,0.6,1.4,-2.3,0.6,2.5,-0.2
CC(=O)Nc1ccc(S(=O)(=O)N(Cc2cccnc2)Cc2cc3ccccc3[nH]c2=O)cc1,4.3,1.3,-1.1,0.3,-6.3,-0.8,-46.0,-3.5,-0.5,-1.6,-0.9
O=C(NCc1ccc(Cl)nc1)c1csc(COCCO)n1,2.8,2.0,-0.3,-2.0,-0.2,.,2.8,-0.8,0.2,0.6,-0.4

The list goes on:
compound,Rev-erbA mod,sPLA2-III inh,ssDAF-12 act,PG9 binder,FXN GAA850 act,DAX1 inh-1,PLC-beta3 inh,SMARCA2 act,hgDAF12 agonist,hcDAF-12 act,DAX1 inh-2
COc1ccc(NC(=S)N2CCC(NC(=O)c3ccco3)CC2)cc1,-0.3,3.4,-0.7,-3.5,1.2,1.4,2.1,5.8,2.3,-1.6,0.3
Cc1nc(Cl)c(N=Cc2cccc([N+](=O)[O-])c2)c(Cl)n1,2.4,1.7,-0.9,1.5,2.9,1.7,0.6,0.0,0.8,0.7,-0.1
O=C(COC(=O)c1cc(S(=O)(=O)N2CCOCC2)ccc1F)Nc1cc([N+](=O)[O-])ccc1F,2.5,-3.7,-0.6,0.3,0.3,0.9,0.9,1.9,-2.8,-0.7,-0.6
Cc1cccc(NC(=O)CSCC(=O)N2CCN(C(=O)c3ccco3)CC2)c1,-1.7,-4.5,-0.5,-0.9,-0.8,0.1,-3.0,0.0,-1.8,-0.6,0.2

Screening data from PubChem.
